Screening data as filed in PubChem.
SIAE primary – human SIAE inhibitors, primary screen, biochemical, fluorescence polarization, FP-Rh probe, 1536-well HTS. inhibition, % at 9.66 µM. AID 1053197, 2014. Sialate O-acetylesterase (Homo sapiens), Q9HAT2. SIAE FP-Rh probe binding. 370,000 compounds, 0.69% hits;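 active = inhibition above a cutoff: mean of compounds within the control limits plus 3 SD of those, cut at about 17% in these data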;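 also: 0% = plate median of compound wells and 100% = probe without SIAE protein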
MBD2 DNA inh – inhibitors of MBD2 binding to methylated DNA, primary screen, biochemical, TR-FRET, DNA-binding domain, human; Methyl-CpG-binding domain protein 2 (Homo sapiens), Q9UBB5; inhibition, % at 4.4 µM; AID 686964, 2013; 370,000 compounds, 0.31% hits; MBD2 binding to methylated oligonucleotide; in the data active = inhibition above about 13%
TDP2 absorb – human TDP2 enzyme inhibitors, primary screen, biochemical, epi absorbance, recombinant enzyme; T5PNP hydrolysis, p-nitrophenol absorbance 415 nm; inhibition, % at 12.8 µM; 370,000 compounds, 0.34% hits; Tyrosyl-DNA phosphodiesterase 2 (Homo sapiens), O95551;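 active = inhibition above the mean of all tested compounds plus 3 SD, set per campaign, cut at about 25% in these data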;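 also: 0% = DMSO with enzyme and 100% = buffer with substrate but no TDP2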
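System: recombinant human TDP2 / Amount: 120 nM TDP2 per well / Also added: 5 mM T5PNP chromogenic substrate / Doses: 12.8 µM single point, 1% DMSO / Incubation: 2 h at 37 °C / Detection: p-Nitrophenol epi absorbance / Evaluation: % inhibition relative to enzyme-containing and enzyme-free wells / Repeats: singlicate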
PRMT1 inh – PRMT1 methyltransferase inhibitors, primary screen, biochemical, fluorescence polarization | Protein arginine N-methyltransferase 1 (Homo sapiens), Q99873 | recombinant PRMT1, activity-based probe fluorescence polarization | inhibition, % at 2.79 µM | 370,000 compounds, 1.3% hits;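 active = inhibition above about 21% made by adding two undisclosed values, limit read from the data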
GC-B act – human GC-B receptor activators, primary screen, HEK293 GC-B cells, cGMP TR-FRET, EC30 CNP; Atrial natriuretic peptide receptor 2 (Homo sapiens), P20594; 0% at EC30 CNP, 100% saturating CNP; activation, % at 10 µM; 370,000 compounds, 0.11% hits;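 active = activation at 10 µM reaching about 35% in either raw or pattern-adjusted values, limit read from the data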
Target sequence (P20594 whole entry, looked up): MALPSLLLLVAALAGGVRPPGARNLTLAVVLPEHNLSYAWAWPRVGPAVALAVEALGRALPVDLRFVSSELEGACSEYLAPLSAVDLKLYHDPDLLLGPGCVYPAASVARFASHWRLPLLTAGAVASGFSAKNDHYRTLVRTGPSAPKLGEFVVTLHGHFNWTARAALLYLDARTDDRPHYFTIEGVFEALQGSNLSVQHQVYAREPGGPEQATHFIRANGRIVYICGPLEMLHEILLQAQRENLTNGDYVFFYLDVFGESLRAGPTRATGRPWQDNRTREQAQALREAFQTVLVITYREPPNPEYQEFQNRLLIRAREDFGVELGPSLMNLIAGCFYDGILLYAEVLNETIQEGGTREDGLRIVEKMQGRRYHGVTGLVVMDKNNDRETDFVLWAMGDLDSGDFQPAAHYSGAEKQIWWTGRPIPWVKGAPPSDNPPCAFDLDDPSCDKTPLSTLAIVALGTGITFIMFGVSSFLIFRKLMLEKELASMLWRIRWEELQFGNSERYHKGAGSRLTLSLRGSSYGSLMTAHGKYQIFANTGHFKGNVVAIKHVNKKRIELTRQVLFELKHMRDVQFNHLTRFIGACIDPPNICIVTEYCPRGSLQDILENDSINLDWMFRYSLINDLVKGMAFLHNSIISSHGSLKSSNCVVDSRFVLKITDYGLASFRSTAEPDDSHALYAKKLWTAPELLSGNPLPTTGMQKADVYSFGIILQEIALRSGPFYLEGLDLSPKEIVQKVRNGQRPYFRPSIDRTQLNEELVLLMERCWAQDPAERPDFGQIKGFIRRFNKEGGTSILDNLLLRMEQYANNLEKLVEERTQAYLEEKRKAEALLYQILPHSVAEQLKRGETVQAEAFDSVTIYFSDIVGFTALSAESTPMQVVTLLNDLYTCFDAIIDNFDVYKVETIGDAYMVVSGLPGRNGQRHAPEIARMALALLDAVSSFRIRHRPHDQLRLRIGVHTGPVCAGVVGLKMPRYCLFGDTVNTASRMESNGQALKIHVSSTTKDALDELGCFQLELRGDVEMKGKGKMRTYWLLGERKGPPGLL
TCR-CD3 inh – inhibitors of human TCR-CD3 interaction, primary screen, biochemical, fluorescence, TAMRA-labeled TCR probe; AID 651800, 2012; 360,000 compounds, 0.37% hits; inhibition, % at 9.4 µM; in the data active = inhibition above about 19%;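 also: recombinant mutant TCR 2C K166C tagged with TAMRA read by polarization; 0% = receptor in buffer alone and 100% = receptor with positive control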
mABHD4 FP – ABHD4 inhibitors, primary screen, biochemical, fluorescence polarization, mouse | purified mABHD4, FP-Rh probe fluorescence polarization | inhibition, % at 8.92 µM | 370,000 compounds, 0.54% hits | AID 720543, 2013;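 active = inhibition exceeding the mean over every tested compound plus 3 SD, cut at about 30% in these data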;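 also: 0% = plate median of compound wells and 100% = S159A mutant with DMSO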
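Assay system: wild-type mouse ABHD4 protein; compound: single nominal dose of 8.92 µM, 0.89% DMSO final; schedule: 45 min + 60 min at 25 °C; measured by: FP readout, ex 525 nm / em 598 nm; evaluation: % inhibition of FP-Rh probe binding versus controls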
LEDGF integ inh – blockers of LEDGF/p75-dependent integrase strand transfer – biochemical, TR-FRET, high throughput, primary screen. HIV-1 integrase (with human LEDGF/p75). TR-FRET IN-LEDGF/p75 DNA integration, Eu/Cy5. inhibition, % at 3.7 µM. 370,000 compounds, 0.64% hits;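 active = inhibition above the screen-wide mean plus 3 SD, cut at about 13% in these data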;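 also: signal is the Cy5 over europium emission ratio at 671 and 618 nm; 0% = plate median of compound wells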
HTRA1 inhibitor – HTRA1 serine protease inhibitors, primary screen, biochemical, fluorescence polarization, HTS; AID 504803, 2011; recombinant HTRA1, FP-rhodamine activity-based probe; 340,000 compounds, 0.5% hits; inhibition, % at 5.96 µM; Q92743; in the data active = inhibition above about 36%;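 also: 0% = enzyme with DMSO and 100% = wells lacking enzyme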
rCAG binder – binders of r(CAG) RNA repeats, primary screen, biochemical, fluorescence. inhibition, % at 3 µM. AID 651821, 2012. r(CAG) RNA repeat, TO-PRO-1 dye displacement fluorescence. 370,000 compounds, 1.3% hits;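 active = inhibition above the plate cutoff, the mean of all test compounds on that plate plus 3 SD, cut at about 35% in these data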;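 also: 0% = DMSO alone and 100% = 100 µM mitoxantrone as full dye displacement; higher means more dye released from RNA so lower well fluorescence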
The depositor's hits bear a star; nt = no result given.

SMILES	SIAE primary	MBD2 DNA inh	TDP2 absorb	PRMT1 inh	GC-B act	TCR-CD3 inh	mABHD4 FP	LEDGF integ inh	HTRA1 inhibitor	rCAG binder
CN=C1SC(CC(=O)Nc2ccc(C(C)=O)cc2)C(=O)N1C (stereo not given)	-1	3	-7	-1	0	-1	3	3	4	3
O=C(Nc1ccccc1)OCCN1CCOCC1	0	-5	-21	-1	3	-8	0	5	-4	0
CCOCC(O)CNc1ccccc1 (stereo not given)	7	-3	-6	-4	2	-1	-4	-3	-4	1
CN(Cc1ncc[nH]1)C(=O)c1cc(COc2c(F)cccc2F)on1	10	-6	-1	0	-2	-2	-4	4	0	1
CC(C)(C)NC(=O)/C(=C/c1ccccc1F)NC(=O)c1ccc([N+](=O)[O-])cc1	-6	8	5	1	0	-2	-3	0	0	-1
Cc1cccc(OCC(=O)NCCCNC(=O)c2ccccn2)c1	3	1	-9	-4	4	-2	1	2	-1	0
CC1(C(=O)NS(=O)(=O)c2cccc(C#N)c2)CCN1C(=O)c1cccc2ccccc12 (stereo not given)	-2	-2	-6	-4	1	-2	-1	1	nt	9
Cc1cccc(C)c1N1CCN(C(=O)Nc2ccc3c(c2)OCCO3)CC1	-1	2	9	-2	1	-3	0	2	-13	-6
Cc1ccc(S(=O)(=O)NC(CC(=O)O)c2cccs2)cc1 (stereo not given)	11	5	-6	1	9	3	5	1	5	1
CCOC(=O)C1(C)NC(c2ccc(O)cc2)C2C(=O)N(c3ccccc3)C(=O)C21 (stereo not given)	4	1	-12	1	2	-2	-3	5	2	3
C[C@H](NC(=O)c1ccco1)C(=O)NC1CCCCCC1	-1	-1	-16	2	6	-2	-8	2	2	0
CCN(CC)CCN1C(=O)c2ccccc2NC1c1ccc(Br)cc1 (stereo not given)	3	2	7	-2	-16	5	-1	-1	2	-3
CS(=O)(=O)N(CC(=O)Nc1cccc(Cl)c1Cl)c1ccccc1	-1	3	-1	5	-2	-7	-1	4	-1	0
CN(CC(=O)Nc1cccc(F)c1)C(=O)CCc1nc2ccccc2c(=O)[nH]1	1	4	0	4	-3	-1	4	-2	3	2
CCCCNC(=O)Cn1c2c(c(-c3ccccc3Cl)cc1=O)CCC2	3	-3	1	5	7	-2	2	-1	-1	0

By substructure, those above with fluorine (3)
SMILES	SIAE primary	MBD2 DNA inh	TDP2 absorb	PRMT1 inh	GC-B act	TCR-CD3 inh	mABHD4 FP	LEDGF integ inh	HTRA1 inhibitor	rCAG binder
CN(Cc1ncc[nH]1)C(=O)c1cc(COc2c(F)cccc2F)on1	10	-6	-1	0	-2	-2	-4	4	0	1
CC(C)(C)NC(=O)/C(=C/c1ccccc1F)NC(=O)c1ccc([N+](=O)[O-])cc1	-6	8	5	1	0	-2	-3	0	0	-1
CN(CC(=O)Nc1cccc(F)c1)C(=O)CCc1nc2ccccc2c(=O)[nH]1	1	4	0	4	-3	-1	4	-2	3	2

Later entries
SMILES	SIAE primary	MBD2 DNA inh	TDP2 absorb	PRMT1 inh	GC-B act	TCR-CD3 inh	mABHD4 FP	LEDGF integ inh	HTRA1 inhibitor	rCAG binder
CC1CCCC(NC(=O)COC(=O)c2cc(S(=O)(=O)N3CCOCC3)ccc2F)C1C (stereo not given)	-2	-5	3	-1	1	11	3	2	1	0
O=C1C2ON(c3ccccc3)C(c3ccncc3)C2C(=O)N1c1ccc(N2CCOCC2)cc1 (stereo not given)	8	2	-3	0	-6	2	8	1	1	3
O=C1NC2(CCCc3ccccc32)C(=O)N1CCOc1ccc(Br)cc1 (stereo not given)	1	-3	-9	-1	2	4	-6	3	-14	-3
c1ccc2[nH]c(NCc3ccc4c(c3)OCO4)nc2c1	3	-1	-4	-1	2	5	-3	-4	7	2
CCn1nccc1C(=O)Nc1ccccc1OC	-3	0	-10	0	-1	0	-5	3	9	-1
Cc1ccc(C)c(NC(=O)C(Sc2nncn2C)c2ccccc2)c1 (stereo not given)	-3	1	0	-1	-4	3	1	-1	-10	0
CCc1ccc(CN2CCC(CO)(CC3CCCCO3)CC2)o1 (stereo not given)	-7	-2	-17	-5	-5	-6	-10	13*	1	-2
CCOC(=O)c1ccc(NC(=O)COC)cc1	0	7	7	3	6	-2	5	0	11	-2
COc1ccc(-c2nc(C#N)c(NCC3CCCO3)o2)cc1OC (stereo not given)	-1	-2	-1	-3	0	-3	-8	-3	4	-6
O=C(Nc1ccc(F)cc1F)N1CCCN(c2ccc([N+](=O)[O-])cn2)CC1	-4	4	-1	1	-3	-8	-3	-4	6	-3
CCN(CC(=O)Nc1c(F)cccc1F)C(=O)/C=C/c1cn(Cc2ccccc2)nc1-c1cccnc1	3	-4	-9	-2	5	-6	-9	4	-1	4
Cc1cc(NC(=O)CSc2nnc3c(C)cc4ccccc4n23)no1	-3	2	1	-2	-4	-7	-4	-1	4	-1
Cc1cc(NC(=O)C2CC(=O)OC2c2ccccc2)no1 (stereo not given)	-1	3	2	1	2	-4	3	0	1	-2
COc1ccc(N2CC(C(=O)Nc3ccc(S(=O)(=O)Nc4nccs4)cc3)CC2=O)cc1 (stereo not given)	4	2	2	-2	3	6	1	1	-7	28
O=c1nc(-c2ccccc2)n(-c2ccccc2)c2ncccc12	1	-2	-1	1	-2	-3	-3	1	7	-1

Looked up by compound from the entries so far:
SMILES	SIAE primary	MBD2 DNA inh	TDP2 absorb	PRMT1 inh	GC-B act	TCR-CD3 inh	mABHD4 FP	LEDGF integ inh	HTRA1 inhibitor	rCAG binder
CC1CCCC(NC(=O)COC(=O)c2cc(S(=O)(=O)N3CCOCC3)ccc2F)C1C (stereo not given)	-2	-5	3	-1	1	11	3	2	1	0
CCN(CC)CCN1C(=O)c2ccccc2NC1c1ccc(Br)cc1 (stereo not given)	3	2	7	-2	-16	5	-1	-1	2	-3
CCOC(=O)c1ccc(NC(=O)COC)cc1	0	7	7	3	6	-2	5	0	11	-2
CCCCNC(=O)Cn1c2c(c(-c3ccccc3Cl)cc1=O)CCC2	3	-3	1	5	7	-2	2	-1	-1	0
O=C1C2ON(c3ccccc3)C(c3ccncc3)C2C(=O)N1c1ccc(N2CCOCC2)cc1 (stereo not given)	8	2	-3	0	-6	2	8	1	1	3
O=C1NC2(CCCc3ccccc32)C(=O)N1CCOc1ccc(Br)cc1 (stereo not given)	1	-3	-9	-1	2	4	-6	3	-14	-3

Later entries:
SMILES	SIAE primary	MBD2 DNA inh	TDP2 absorb	PRMT1 inh	GC-B act	TCR-CD3 inh	mABHD4 FP	LEDGF integ inh	HTRA1 inhibitor	rCAG binder
CCCCCCCNC(=O)C1(CC2CC(c3ccc(Cl)cc3)=NO2)CCN(C(=O)Cc2ccc(F)cc2)CC1 (stereo not given)	1	0	5	-4	1	9	7	0	-2	2
COc1ccc(N2C(=O)CC(N(Cc3ccco3)C(=O)CCC(=O)O)C2=O)cc1 (stereo not given)	6	-4	-6	1	-2	-1	4	-3	-7	2
N#Cc1c(N)nc2c(c1-c1cccc(O)c1)CCCCCC2	-1	-7	-6	-4	0	-2	-17	0	-13	-4
CCOc1nc(NCc2ccco2)nc(Nc2ccccc2F)n1	-7	-1	-5	-2	-3	6	-4	3	-12	-1
O=C(NNC(=O)c1cc2ccccc2cc1O)NC1CCCCC1	7	-3	2	0	3	22*	13	4	28	12
CC(=O)Nc1cccc(NC(=O)CSc2nnc(NC(=O)c3ccco3)s2)c1	-11	-1	-8	5	1	12	3	-2	5	8
CNS(=O)(=O)c1cc(NC(=O)c2cccc3cccnc23)ccc1C	-6	-2	12	-3	-1	1	-8	2	-22	11
CC(CNCC1CCCO1)COc1cccc2ccccc12 (stereo not given)	3	2	-1	-4	-2	1	13	1	-3	-3
O=C(NCc1ccc2c(c1)OCO2)c1nc(Cn2cc(Br)cn2)no1	12	3	-1	-5	-2	3	1	-2	-3	-2
CCOC(=O)CCC(=O)Nc1ccc([N+](=O)[O-])cc1C	-7	0	-1	-1	5	7	0	-1	nt	1
COc1ccc(C(CNC(=O)c2cc3c(s2)CCC(C)C3)N2CCCC2)cc1 (stereo not given)	4	0	-7	8	-1	0	10	-2	-19	1
O=C(COc1ccc(Br)cc1)NNC(=O)c1ccc(-n2cncn2)c([N+](=O)[O-])c1	-9	-2	-9	0	5	-1	-2	7	7	5
COC(=O)[C@@]12CCCCC3=C1N(CCC3)C(=O)[C@H]2CC(=O)N1CCN(C(=O)C2CC2)CC1	-1	1	-7	-9	3	nt	2	6	nt	0
Cc1ccc(C(C#N)c2ccc3c(C(F)(F)F)cc(C(F)(F)F)nc3n2)cc1 (stereo not given)	15	-1	1	-2	3	1	11	-2	-2	0
c1ccc2[nH]c(CSc3nc4ccccc4o3)nc2c1	-6	-3	-4	-2	-5	-8	3	3	-14	-3
CCN1c2ccccc2-c2nc3ccccc3n2C1c1ccco1 (stereo not given)	-1	-1	-12	1	-5	-2	-3	-4	-32	0
O=C(/C(=C/O)N=Nc1ccccc1)c1ccco1	0	-2	-13	-1	4	4	6	5	2	2
O=C(CCn1c(=O)oc2cc(Cl)ccc21)Nc1ccc(O)cc1	4	1	-11	-2	-9	-1	1	1	7	-1
Cc1cc(NC(=O)COc2nnc(-c3ccccc3)c3ccccc23)no1	-2	0	3	0	0	-1	2	1	-13	-6
O=C(NCc1ccccc1)c1ccc(CS(=O)(=O)c2ccc(Br)cc2)o1	3	5	3	2	0	0	8	0	1	-3
COc1ccc(NC(=O)CN(C)CC(=O)Nc2cccc3ccccc23)c(OC)c1	6	2	9	-1	1	-1	15	-3	0	-4

Taken from above.
CCN1c2ccccc2-c2nc3ccccc3n2C1c1ccco1 (stereo not given) – MBD2 DNA inh = -1
Cc1cc(NC(=O)COc2nnc(-c3ccccc3)c3ccccc23)no1 – HTRA1 inhibitor = -13
O=C(NCc1ccccc1)c1ccc(CS(=O)(=O)c2ccc(Br)cc2)o1 – PRMT1 inh = 2

This is a subset; count on the stated rates, not on these rows.
